LEDGF integ inh = blocks HIV-1 LEDGF/p75-dependent DNA integration; TR-FRET IN-LEDGF/p75 DNA integration, Eu/Cy5; inhibition, % at 3.7 µM; hit rate 0.64% among 370,000;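 active = inhibition above the screen-wide mean plus 3 SD, cut at about 13% in these data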;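 note: signal is the Cy5 over europium emission ratio at 671 and 618 nm; 0% = plate median of compound wells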
SIAE primary = inhibitors of human sialic acid acetylesterase SIAE; inhibition, % at 9.66 µM; SIAE FP-Rh probe binding, fluorescence polarization; hit rate 0.69% among 370,000; Q9HAT2;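 active = inhibition above a cutoff: mean of compounds within the control limits plus 3 SD of those, cut at about 17% in these data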;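 note: 0% = plate median of compound wells and 100% = probe without SIAE protein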
PRMT1 FP inh = PRMT1 (human) inhibition, primary screen. Q99873. recombinant PRMT1, activity-based probe fluorescence polarization. inhibition, % at 2.79 µM. hit rate 1.3% among 370,000. AID 652257;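 active = inhibition above about 21% made by adding two undisclosed values, limit read from the data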
MBD2 inh = inhibitors of human MBD2 binding to methylated oligonucleotide; TR-FRET; hit rate 0.31% among 370,000; Q9UBB5; inhibition, % at 4.4 µM; in the data active = inhibition above about 13%
Target sequence (Q9UBB5 whole entry, looked up): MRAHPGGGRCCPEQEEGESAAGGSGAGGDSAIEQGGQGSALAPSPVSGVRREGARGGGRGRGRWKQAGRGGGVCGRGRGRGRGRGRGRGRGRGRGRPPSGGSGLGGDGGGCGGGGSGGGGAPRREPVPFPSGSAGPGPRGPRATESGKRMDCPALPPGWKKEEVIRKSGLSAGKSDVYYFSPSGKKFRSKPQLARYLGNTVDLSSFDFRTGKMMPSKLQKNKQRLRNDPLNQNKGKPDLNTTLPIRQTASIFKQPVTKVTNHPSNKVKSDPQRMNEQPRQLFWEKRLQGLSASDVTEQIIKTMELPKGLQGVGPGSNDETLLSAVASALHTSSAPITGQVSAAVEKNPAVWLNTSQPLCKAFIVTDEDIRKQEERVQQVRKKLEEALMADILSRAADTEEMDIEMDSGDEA
Tn6 DDE FP = inhibitors of Tn6 peptide binding to human fibrin DD(E); hit rate 0.21% among 370,000; P02675; inhibition, % at 8.3 µM; Fibrin DD(E) TRITC-Tn6 fluorescence polarization displacement; AID 720509;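 active = inhibition above a per-campaign cutoff: mean of compounds within control limits plus 3 SD, cut at about 15% in these data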;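 note: 0% = median of all compound wells on the plate and 100% = blocking peptide control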
TDP2 inh = TDP2 (human) inhibition, absorbance primary screen. hit rate 0.34% among 370,000. O95551. inhibition, % at 12.8 µM. AID 720702. recombinant TDP2, T5PNP hydrolysis, p-nitrophenol absorbance 415 nm;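 active = inhibition above the mean of all tested compounds plus 3 SD, set per campaign, cut at about 25% in these data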;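 note: 0% = DMSO with enzyme and 100% = buffer with substrate but no TDP2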
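Incubation: 2 h at 37 °C; Test system: recombinant human TDP2; Quantity: enzyme 120 nM; Read-out basis: percent inhibition; Medium: 50 mM Tris-HCl pH 7.5 with Mg2+, KCl, DTT, BSA; Repeats: single replicate; Compound: 12.8 µM single point, 1% DMSO; Signal: epi absorbance; Reagent: 5 mM T5PNP chromogenic substrate; Benchmarks: no-enzyme high, DMSO-plus-enzyme low.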
TCR-CD3 inh = blocks the human TCR-CD3 interaction | inhibition, % at 9.4 µM | hit rate 0.37% among 360,000 | TAMRA-labeled TCR probe fluorescence, biochemical; in the data active = inhibition above about 19%;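 note: recombinant mutant TCR 2C K166C tagged with TAMRA read by polarization; 0% = receptor in buffer alone and 100% = receptor with positive control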
UHRF1 binding = UHRF1 methyl-DNA binding inhibition | Q96T88 | UHRF1 binding to methylated oligo, TR-FRET | inhibition, % at 4.4 µM | hit rate 0.75% among 370,000 | AID 687016; in the data active = inhibition above about 21%;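 note: UHRF1 SRA domain binding a hemimethylated CpG hairpin DNA probe; 0% = median of test compound wells and 100% = reference inhibitor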
DDE Tn7 FP inh = inhibitors of Tn7 peptide binding to human fibrin DD(E) | P02675 | FP displacement of FITC-Tn7 peptide from fibrin DD(E); 0% = median of compound wells per plate | inhibition, % at 8.3 µM | hit rate 0.13% among 370,000 | AID 720508;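 active = inhibition above the mean of compounds falling within the control limits plus 3 SD of them, cut at about 14% in these data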;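 note: 0% = plate median of compound wells and 100% = 10 µM Aha-Tn7 peptide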
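Assay system: human fibrin DD(E). Input: DD(E) 2 µM final. Medium: Tris buffer with calcium and detergent, pH 7.8. Compound dosing: single point at 8.3 µM. Timing: 10 min plus 3 h, room temperature. Technique: fluorescence polarization of the labelled Tn7 tracer. Read-out: percent inhibition. Replicates: singlicate testing.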
KLK7 zymogen act = activates the human kallikrein-7 zymogen; hit rate 0.9% among 370,000; AID 652039; purified proKLK7, EDANS-DABCYL substrate fluorescence; 100% is mature enzyme control, 0% vehicle; P49862; activation, % at 7 µM;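 active = activation above the mean of all tested compounds plus 3 SD, computed per campaign excluding outliers beyond control limits, cut at about 13% in these data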
Target sequence (P49862 whole entry, looked up): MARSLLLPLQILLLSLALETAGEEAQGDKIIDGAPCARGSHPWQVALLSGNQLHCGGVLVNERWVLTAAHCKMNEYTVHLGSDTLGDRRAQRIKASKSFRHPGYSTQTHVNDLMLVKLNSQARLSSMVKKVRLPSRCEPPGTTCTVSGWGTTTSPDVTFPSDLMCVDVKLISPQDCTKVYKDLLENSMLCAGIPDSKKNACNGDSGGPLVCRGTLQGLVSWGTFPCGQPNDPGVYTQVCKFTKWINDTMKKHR
* marks the source's active call; other numbers are inactive results.

SMILES	LEDGF integ inh	SIAE primary	PRMT1 FP inh	MBD2 inh	Tn6 DDE FP	TDP2 inh	TCR-CD3 inh	UHRF1 binding	DDE Tn7 FP inh	KLK7 zymogen act
CCn1cc(C(=O)NCCCOC)c2cc(OC)c(OC)cc2c1=O	1	-5	3	3	-1	4	-4	3	-2	0.1
COc1ccc(C(=O)Nc2ccc(N3CCCCCC3)cc2)cc1S(=O)(=O)N1CCOCC1	-3	11	1	-1	3	6	6	-2	-1	-0.5
NC(c1csc(Nc2nncc3ccccc23)n1)c1ccccc1Cl (configuration not stated)	8	1	1	-5	-10	-15	-2	-10	-2	0.4
CCC(C)(C)NC(=O)C(c1ccc(C)cc1)N(CCN1CCOCC1)C(=O)CNC(=O)c1cccs1 (configuration not stated)	-6	-3	2	0	2	-5	1	2	1	0.2
CCOc1cc(-c2noc(CCC(=O)NC3CCCCC3)n2)ccc1OC	-1	6	0	1	-1	16	8	1	-6	-0.3
COc1ccc(CC(=O)N[C@@H]2c3cc(OC)c(OC)cc3C[C@H]2OCc2ccccc2)cc1	0	-6	0	-2	4	7	5	0	11	0.4
Cc1ccc(C(=O)NCCc2ccc(S(N)(=O)=O)cc2)o1	0	-5	-1	0	-4	-6	4	-1	0	0.6
O=C(NCc1ccco1)c1cccc(-c2cncc3nccn23)c1	-2	0	2	3	12	6	3	-3	1	16*
COc1ccc(S(=O)(=O)NCc2ccc(C(=O)NCCCN3CC(C)CC(C)C3)cc2)cc1 (configuration not stated)	6	2	-4	-6	-6	-10	6	-4	-6	1.0
CCCSc1nc2c(cnn2-c2ccc(Cl)cc2)c(=O)[nH]1	-1	-2	-4	-6	4	7	9	-2	0	0.0
N=C1C(c2ccccc2)=C(O)CN1c1cccc(S(=O)(=O)N2CCCCC2)c1	1	12	-3	2	-3	3	2	0	-4	-0.4
CCN1C(=O)/C(=C\N2CCCc3ccccc32)SC1=S	-1	-2	1	-5	-1	3	7	1	-4	-0.8
COc1ccc(CCNC(=O)C2CCN(Cc3nc(-c4ccc(Cl)cc4)oc3C)CC2)cc1OC	-1	-2	-3	0	-5	-7	-5	-2	-1	0.0
CCCCNC(=O)C1CCC(CNc2nc(=S)[nH]c3ccccc23)CC1 (configuration not stated)	0	0	5	-3	3	-4	-9	1	4	-0.1
C=C(c1ccc(OCCO)cc1)c1ccc(OCCO)cc1	3	3	1	1	7	-11	4	-1	-2	0.1
Cn1cc(C2N3CC4(C)CN2CC(C)(C3)C4=O)c2ccccc21 (configuration not stated)	-4	2	2	-1	-9	-1	-2	0	3	-0.5
CC1CCN(Cc2ccc(-c3nnn(CC(=O)Nc4ccccc4Cl)n3)cc2)CC1	0	2	-4	4	8	-5	9	-1	0	-0.1
Cc1c(C#N)c(N=CN(C)C)c(C(=O)c2ccc(Br)cc2)n1-c1ccc(Cl)cc1	-4	-8	1	2	-1	-15	8	-2	5	0.5
COC(=O)c1cc(CNC(=O)Cc2ccsc2)ccc1OC	-1	3	-3	0	3	-5	2	0	-4	0.4
CCn1c(CNC(=O)Cc2ccc(OC)cc2)nnc1SCC(=O)Nc1nccs1	5	-1	-2	-4	2	0	-3	3	-2	-0.2

Random excerpt: two compounds from above, in no set order.
SMILES	LEDGF integ inh	SIAE primary	PRMT1 FP inh	MBD2 inh	Tn6 DDE FP	TDP2 inh	TCR-CD3 inh	UHRF1 binding	DDE Tn7 FP inh	KLK7 zymogen act
Cc1c(C#N)c(N=CN(C)C)c(C(=O)c2ccc(Br)cc2)n1-c1ccc(Cl)cc1	-4	-8	1	2	-1	-15	8	-2	5	0.5
CCCCNC(=O)C1CCC(CNc2nc(=S)[nH]c3ccccc23)CC1 (configuration not stated)	0	0	5	-3	3	-4	-9	1	4	-0.1

(list continues)
SMILES	LEDGF integ inh	SIAE primary	PRMT1 FP inh	MBD2 inh	Tn6 DDE FP	TDP2 inh	TCR-CD3 inh	UHRF1 binding	DDE Tn7 FP inh	KLK7 zymogen act
Cc1ccc(C(=O)c2cncc(Br)c2)cc1	1	0	0	-1	-1	2	0	0	0	-0.1
CC1(C)C2CCC1(CS(=O)(=O)NCc1ccc(C(=O)O)cc1)C(=O)C2 (configuration not stated)	1	5	0	-3	1	-3	4	2	-6	-0.1
CCOC(=O)/C(N=Nc1c(C)n(C)n(-c2ccccc2)c1=O)=C(/O)c1ccccc1	-6	6	3	1	4	2	-4	0	9	-0.2
COc1ccc(CN(C(=S)Nc2ccccc2)C2CC(=O)N(c3ccccc3)C2=O)cc1 (configuration not stated)	7	-17	-2	-2	1	-24	-2	-1	1	-0.4
CC(=O)c1cccc(N(C(=O)c2cnccn2)C(C(=O)NCc2ccccc2)c2ccco2)c1 (configuration not stated)	-1	5	1	-1	4	3	-6	-1	5	-0.6
Cc1ccc(C)c(S(=O)(=O)N2CCC(c3nc4c(nnn4Cc4ccc5c(c4)OCCO5)c(=O)[nH]3)CC2)c1	2	-41	0	-6	5	3	9	2	2	-0.2
Cc1nc2c(-c3ccccc3)c(C)nn2c(C)c1CCC(=O)NCc1ccco1	-4	-3	-3	-2	-7	4	4	0	0	0.5
CCC(C)N1CC(C(=O)O)CC1=O (configuration not stated)	4	1	-4	-1	15	3	-1	-1	3	0.5
COc1ccc(OC)c(CN2CCN(c3ccc(S(=O)(=O)N4CCCC4)cn3)CC2)c1	3	-6	-1	3	0	0	-2	18	-7	-0.1
O=C(COc1ccc(S(=O)(=O)N2CCCC2)cc1)N1CCCC1	-4	-3	3	4	-9	7	-3	1	4	0.4

Given with bars between the fields: entries from further up.
Structure | LEDGF integ inh | SIAE primary | PRMT1 FP inh | MBD2 inh | Tn6 DDE FP | TDP2 inh | TCR-CD3 inh | UHRF1 binding | DDE Tn7 FP inh | KLK7 zymogen act
Cc1c(C#N)c(N=CN(C)C)c(C(=O)c2ccc(Br)cc2)n1-c1ccc(Cl)cc1 | -4 | -8 | 1 | 2 | -1 | -15 | 8 | -2 | 5 | 0.5
COC(=O)c1cc(CNC(=O)Cc2ccsc2)ccc1OC | -1 | 3 | -3 | 0 | 3 | -5 | 2 | 0 | -4 | 0.4
CCn1c(CNC(=O)Cc2ccc(OC)cc2)nnc1SCC(=O)Nc1nccs1 | 5 | -1 | -2 | -4 | 2 | 0 | -3 | 3 | -2 | -0.2
Cc1ccc(C(=O)c2cncc(Br)c2)cc1 | 1 | 0 | 0 | -1 | -1 | 2 | 0 | 0 | 0 | -0.1
CC1(C)C2CCC1(CS(=O)(=O)NCc1ccc(C(=O)O)cc1)C(=O)C2 (configuration not stated) | 1 | 5 | 0 | -3 | 1 | -3 | 4 | 2 | -6 | -0.1
CCOC(=O)/C(N=Nc1c(C)n(C)n(-c2ccccc2)c1=O)=C(/O)c1ccccc1 | -6 | 6 | 3 | 1 | 4 | 2 | -4 | 0 | 9 | -0.2
COc1ccc(CN(C(=S)Nc2ccccc2)C2CC(=O)N(c3ccccc3)C2=O)cc1 (configuration not stated) | 7 | -17 | -2 | -2 | 1 | -24 | -2 | -1 | 1 | -0.4
CC(=O)c1cccc(N(C(=O)c2cnccn2)C(C(=O)NCc2ccccc2)c2ccco2)c1 (configuration not stated) | -1 | 5 | 1 | -1 | 4 | 3 | -6 | -1 | 5 | -0.6
Cc1ccc(C)c(S(=O)(=O)N2CCC(c3nc4c(nnn4Cc4ccc5c(c4)OCCO5)c(=O)[nH]3)CC2)c1 | 2 | -41 | 0 | -6 | 5 | 3 | 9 | 2 | 2 | -0.2
Cc1nc2c(-c3ccccc3)c(C)nn2c(C)c1CCC(=O)NCc1ccco1 | -4 | -3 | -3 | -2 | -7 | 4 | 4 | 0 | 0 | 0.5
CCC(C)N1CC(C(=O)O)CC1=O (configuration not stated) | 4 | 1 | -4 | -1 | 15 | 3 | -1 | -1 | 3 | 0.5
COc1ccc(OC)c(CN2CCN(c3ccc(S(=O)(=O)N4CCCC4)cn3)CC2)c1 | 3 | -6 | -1 | 3 | 0 | 0 | -2 | 18 | -7 | -0.1
O=C(COc1ccc(S(=O)(=O)N2CCCC2)cc1)N1CCCC1 | -4 | -3 | 3 | 4 | -9 | 7 | -3 | 1 | 4 | 0.4

Following part
SMILES	LEDGF integ inh	SIAE primary	PRMT1 FP inh	MBD2 inh	Tn6 DDE FP	TDP2 inh	TCR-CD3 inh	UHRF1 binding	DDE Tn7 FP inh	KLK7 zymogen act
Cn1cnnc1SCNC(=O)C(F)(F)F	6	-2	-3	-7	12	-19	7	-3	5	0.6
Cc1ccc2nc3sc(C(=O)NCc4ccco4)c(N)c3cc2c1	-3	-6	4	-3	11	-2	4	-5	0	-6.0
CCCCCCCCCCCCC/C=C/[C@@H](O)[C@@H](N)CO	-1	-1	-5	4	-3	0	10	-1	5	-0.3
C[C@H](CO)NC(=O)c1nc[nH]c1C(=O)N[C@H](C)c1ccccc1	0	1	-1	-2	4	-1	-5	2	-3	-1.0
O=C(c1ccc(-c2cccc(Cl)c2)o1)N1CCN(c2ccc([N+](=O)[O-])cc2)CC1	2	-2	3	-1	2	-2	9	1	-9	-0.6
O=C(O)c1sccc1OCc1ccccc1	2	1	3	-5	-2	-1	-5	-2	-5	0.6
O=C(NCCC1=CCCCC1)c1ccc(Cl)c(S(=O)(=O)Nc2ccccc2)c1	0	-9	-2	5	-1	-2	4	4	2	-0.2
O=C1NC2=C(CCc3ccccc32)C(c2ccccc2)N1 (configuration not stated)	2	1	1	-7	-7	11	-5	-9	2	1.1
CCOC(=O)CCC(NC(=O)c1cncc(O)c1)C(=O)OCC (configuration not stated)	1	6	-4	4	3	13	-1	3	5	-3.3
COc1cccc(/C(N)=N/OC(=O)Cc2ccccc2[N+](=O)[O-])c1	3	-3	-5	-3	-2	4	-1	0	2	0.6
COCCOC(=O)c1c(C)n(C)c2ccc(OC(=O)c3ccco3)cc12	-1	-1	2	10	3	5	4	-1	0	0.3

Screening results (PubChem)
